# GalR3 antag: GalR3 antagonists in HEK293 cells, primary screen, cell-based, fluorescence readout; Galanin receptor type 3 (Homo sapiens), O60755; HEK293 GalR3-CNG cAMP membrane potential fluorescence; galR3 body fused to GalR1 C-terminus; inhibition, % at 3 µM; hit rate 0.44% among 360,000; AID 651719, 2012;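 active means inhibition above the screen-wide average plus 3 SD, cut at about 13% in these data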;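 further: forskolin and galanin both at EC90 stimulate the cells; cAMP rise reported by CNG channel membrane potential dye signal; 0% = forskolin plus galanin with DMSO and 100% = forskolin alone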
# Target sequence (O60755 1-299 limits assumed): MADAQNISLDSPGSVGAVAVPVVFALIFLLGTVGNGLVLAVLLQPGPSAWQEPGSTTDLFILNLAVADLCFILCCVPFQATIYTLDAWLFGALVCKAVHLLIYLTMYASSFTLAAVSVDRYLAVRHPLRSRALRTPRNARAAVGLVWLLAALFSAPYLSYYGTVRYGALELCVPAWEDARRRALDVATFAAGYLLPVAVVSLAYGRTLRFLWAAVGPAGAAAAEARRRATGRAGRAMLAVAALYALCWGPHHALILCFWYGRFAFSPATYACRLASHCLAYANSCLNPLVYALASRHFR
# MEKK2 mut-MEK5: MEK5 binding signal on mutant MEKK2 PB1, primary screen, biochemical, multiplex bead flow cytometry, Alexa488-MEK5 | percent response, % at 10 µM | hit rate 0.35% among 290,000 | AID 1530, 2009 | Alexa488-MEK5 binding to MEKK2 mutant; in the data active means percent response above about 24%, passing the limit was not always enough; further: inactives centre near 1; some results filed as inactive read as strong as hits
# NS3 helicase inh: inhibitors of HCV NS3 helicase, primary screen, biochemical, Cy5 molecular beacon fluorescence; Hepatitis C virus NS3 helicase; NS3 helicase DNA unwinding; inhibition, % at 10.9 µM; hit rate 0.56% among 290,000;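 active means inhibition above the mean of all tested compounds plus 3 SD, set per campaign, cut at about 35% in these data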;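 further: 0% = DMSO wells and 100% = thioflavine S control wells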
#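 Measured by: Cy5 fluorescence, 0 and 60 min reads / Assay system: NS3 helicase fragment of HCV / Control set: low DMSO, high thioflavine S at 110 µM / Times: 1 h reaction at 25 °C, ATP-initiated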
# MEKK3 PB1 HTS: modulators of MEKK3-MEK5 PB1 binding, primary screen, biochemical, wildtype MEKK3, multiplex bead flow cytometry, Alexa488-MEK5 | hit rate 1.4% among 290,000 | Mitogen-activated protein kinase kinase kinase 3 (Homo sapiens), Q99759 | bead-based flow cytometry, Alexa488-MEK5 binding to MEKK3; actives lie on both sides; 0 = blocked by unlabeled MEK5, 100 = vehicle | binding response (% of control), % at 10 µM;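 active means binding response more than 3 SD above or below the average of its plate-row segment, actives on both sides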;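 further: Alexa488 bead fluorescence after subtracting the streptavidin-only scavenger bead signal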
# Target sequence (Q99759 whole entry, looked up): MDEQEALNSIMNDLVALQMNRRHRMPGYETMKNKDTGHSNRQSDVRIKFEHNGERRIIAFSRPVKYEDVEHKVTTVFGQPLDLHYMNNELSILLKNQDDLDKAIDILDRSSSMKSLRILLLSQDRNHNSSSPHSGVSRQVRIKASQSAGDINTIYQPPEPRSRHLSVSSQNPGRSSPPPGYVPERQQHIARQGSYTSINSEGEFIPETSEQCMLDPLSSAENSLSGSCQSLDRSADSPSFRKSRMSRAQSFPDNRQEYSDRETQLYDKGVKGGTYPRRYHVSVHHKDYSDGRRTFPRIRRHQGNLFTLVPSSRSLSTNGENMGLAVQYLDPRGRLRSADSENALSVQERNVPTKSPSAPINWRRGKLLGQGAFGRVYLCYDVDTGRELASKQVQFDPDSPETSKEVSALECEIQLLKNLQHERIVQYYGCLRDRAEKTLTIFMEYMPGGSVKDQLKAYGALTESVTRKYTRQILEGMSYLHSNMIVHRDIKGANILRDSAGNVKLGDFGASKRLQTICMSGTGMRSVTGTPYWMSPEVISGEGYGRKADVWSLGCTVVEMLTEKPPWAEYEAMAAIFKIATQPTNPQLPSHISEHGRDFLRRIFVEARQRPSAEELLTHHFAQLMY
# DNA FID counter: compounds displacing fluorescent DNA intercalator, primary screen, artefact control for HCV NS3 helicase inhibitor project, biochemical, FID fluorescence; DNA fluorescent intercalator displacement; inhibition, % at 7.9 µM; hit rate 0.17% among 290,000; AID 1845, 2009; in the data active means inhibition above about 37%;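 further: 0% = vehicle and 100% = reference compound; higher means more ethidium bromide displaced from hairpin DNA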
# CRFBP-R2 agonist: agonists of CRF-BP/CRF-R2 complex, primary screen, cell-based, HEK293, calcium dye fluorescence, uHTS; activation, % at 13.2 µM; CRF-binding protein / CRF receptor 2 complex (human); AID 588473, 2011; hit rate 0.46% among 350,000; calcium dye fluorescence (FLIPR); percent of saturating CRF peptide response;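 active means activation of at least 50%, plus an integration ratio under a set limit after plate pattern correction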;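 further: plate controls were neutral control wells without compound for no effect and CRF at EC100 for full effect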
# MEKK2 WT-MEK5: modulators of MEK5 binding to wildtype MEKK2, primary screen, biochemical, multiplex bead flow cytometry, Alexa488-MEK5. Mitogen-activated protein kinase kinase kinase 2 (Homo sapiens), Q9Y2U5. Alexa488-MEK5 binding to MEKK2 WT; actives lie on both sides. binding response (% of control), % at 10 µM. hit rate 1.1% among 290,000. AID 1531, 2009; in the data active means binding response below about 67% or above about 130%
# CRFR2-BP antag: antagonists of CRF-BP/CRF-R2 complex, primary screen, cell-based, HEK293, calcium dye fluorescence, uHTS; AID 588475, 2011; hit rate 0.59% among 350,000; inhibition, % at 11.8 µM; CRF-induced calcium fluorescence;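 active means inhibition of the ligand-induced calcium signal above about 50% at the single tested concentration, limit read from the data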
# SUMO HTRF inh: inhibitors of in vitro SUMOylation cascade, primary screen, biochemical, HTRF, uHTS; SUMO-conjugating enzyme UBC9 (Homo sapiens), P63279; HTRF SUMOylation assay, SAE1/SAE2 + UBC9; inhibition, % at 35 µM; hit rate 0.36% among 290,000; in the data active means inhibition above about 50%, passing the limit was not always enough; further: strong numbers were not always called active
# * = called active by the depositor; / = not tested or not shown; [ ] = remark or other dose. A portion of the library. The share of hits here may be higher or lower than overall.
SMILES,GalR3 antag,MEKK2 mut-MEK5,NS3 helicase inh,MEKK3 PB1 HTS,DNA FID counter,CRFBP-R2 agonist,MEKK2 WT-MEK5,CRFR2-BP antag,SUMO HTRF inh
CCN(CC)CCC(=O)Nc1cccc2c1C(=O)c1ccccc1C2=O,-1,0,-7,103,69*,1.9,99,-8,19
CCC(C)(NC(=O)CNC(C)=O)C(=O)NC1CCCCC1 (centres undefined),-5,3,0,97,-8,2.0,97,-1,-6
OCC1CCCN(C2CCN(Cc3nc(Cc4cccc(C(F)(F)F)c4)no3)CC2)C1 (centres undefined),-5,-10,-20,95,13,0.9,86,-12,18
CCCc1nnc(NC(=O)CCC(=O)N2CCCCC2CC)s1 (centres undefined),-3,4,5,101,-27,0.1,97,-22,4
CC(C)C(c1nnnn1Cc1ccccc1)N1CCN(Cc2ccco2)CC1 (centres undefined),-5,14,-12,107,-4,1.8,104,-28,5
CCOC(=O)c1cnn(CCOC(=O)c2ccc(OC)cc2)c1NC(=O)c1ccc(OC)cc1,-10,-2,-2,96,-9,-0.9,97,-11,-10
O=C1c2ccccc2C(=O)N1CCc1csc(-c2cccc(F)c2)n1,-2,0,0,99,-11,-1.2,98,2,-15
Nc1c(C(=O)N2CCOCC2)oc2ccccc12,-7,1,0,100,-3,0.3,102,-2,0
O=C(CN1CCOCCOCCOCCOCC1)Nc1ccccc1,-7,6,0,107,-4,-0.4,99,15,7
C[C@H]1CC[C@]2(O[C@H](CCO)C[C@@H](O)[C@@H]2O)O1,-3,1,/,97,/,2.2,89,-2,-4
COc1cccc(C2C3=C(CC(C)(C)CC3=O)OC(N)=C2[N+](=O)[O-])c1 (centres undefined),-5,2,1,99,-2,2.5,105,-25,34
CC(=O)NC12CC3CC(C1)CC(C(=O)N1CCN(S(=O)(=O)c4cccc(F)c4)CC1)(C3)C2,2,9,4,108,-31,0.7,111,13,13
COc1ccccc1C(=O)N/C(=C\c1ccc(Br)cc1)C(=O)NCC(=O)O,-2,0,2,108,-32,3.1,107,-31,11
CCOC(=O)c1ccc(NC(=O)c2ccc(C)c(S(=O)(=O)N3CCOCC3)c2)cc1,98*,9,-8,112,-18,2.7,113,7,6
COc1ccc(C(=O)N2CCN(C3CCN(Cc4ccccc4)CC3)CC2)cc1OC,1,/,-1,/,9,-0.8,/,-13,12
Oc1ccc(Cl)cc1C1=NNC(c2cccs2)C1 (centres undefined),-6,1,-5,98,-3,1.6,93,-10,2
Cc1cc2c(C)cc(=O)[nH]c2cc1NC(=O)CCl,0,1,7,101,2,0.6,102,-6,2
CC(NC(=O)OC1CCCCC1)N1C(=O)C2C3C=CC(C3)C2C1=O (centres undefined),-1,12,-2,103,-5,0.8,103,17,-10
COc1cc(N(C(=O)Cc2cccs2)C(C(=O)NC2CCCCC2)c2cccc(OC)c2OC)ccc1-n1cnnn1 (centres undefined),0,3,-2,124,-27,-0.2,105,-17,-9
CCc1nnc(NC(=O)c2ccc(S(=O)(=O)N(C)Cc3ccccc3)cc2)o1,1,9,2,102,-61,-0.4,104,-10,14
CNC(=S)N/N=C(\C)c1cccc([N+](=O)[O-])c1,-2,21,7,103,2,-2.5,122,13,1
COC(=O)Cn1c(C(F)(F)F)nc2ccccc21,-4,5,4,109,0,-2.0,104,-2,-1
CNC(=O)COc1coc(CN2CCN(c3ccc(OC)cc3)CC2)cc1=O,-1,-9,12,93,-8,1.3,92,-7,4
CC(=O)Oc1ccc2nc(-c3cccs3)oc(=O)c2c1,-6,4,1,106,-1,4.4,107,-24,-28
CCOC(=O)N1CCC(NC(=O)c2ccc3c(c2)N(C)CCS3)CC1,-6,-4,-3,89,-22,-6.1,93,3,21
NC(=O)c1sc2cc(C(F)(F)F)cnc2c1-c1cccs1,-1,3,9,97,1,3.4,96,-12,24
c1cncc(-c2nc(N3CCCCCC3)c3ccccc3n2)c1,0,/,-32,/,-27,-1.4,/,-5,23
CCOC(=O)Cc1nnc(Nc2cccc(O)c2)c2ccccc12,-1,13,-2,105,-6,-0.7,107,-1,9
O=C(NCc1ccncc1)C(=O)Nc1nccs1,-1,-23,3,88,-1,1.1,95,1,12
COC(=O)c1c(NC(=O)CN2CCC3(O)CCCCC3C2c2cc(OC)ccc2OC)sc(C)c1C (centres undefined),1,-5,1,90,-29,1.2,87,-39,-15
CC1CCc2c(sc(NC(=O)c3ccc(Cn4cc(Br)cn4)o3)c2C(N)=O)C1 (centres undefined),3,-4,2,97,-1,-1.8,97,10,16
CN1C(=O)NC(c2ccc([N+](=O)[O-])cc2)C2=C1CC(C)(C)CC2=O (centres undefined),-6,5,15,106,-3,1.5,102,1,-3
O=C(COC(=O)C1CC2CCCC(C1)C2=O)NC(=O)c1ccc(OC(F)F)cc1 (centres undefined),-4,3,9,101,-6,-1.0,101,3,0
Cc1ccc2nc(N3C(=O)C(O)=C(C(=O)c4ccco4)C3c3cccs3)sc2c1 (centres undefined),-6,-9,24,95,-11,-2.3,88,9,-4
O=C(NCc1cccs1)c1nc(-c2cccs2)no1,-2,5,-5,104,-2,-0.1,106,0,-1
Cc1cccc(NC(=O)Cn2c(=O)n3nc(CCn4nc(C)cc4C)nc3c3ccccc32)c1,-5,7,-9,107,-37,-1.9,107,-15,3
Cc1nnc(SC(C)C(=O)Nc2c(C)n(C)n(-c3ccccc3)c2=O)n1N (centres undefined),-1,3,0,102,-6,-0.2,101,0,36
CN(CC(=O)O)S(=O)(=O)c1ccc(F)cc1,-10,6,-1,97,2,5.9,101,-4,-16
COc1cc(/C=C(\C#N)C(=O)Nc2cc(C(F)(F)F)ccc2Cl)ccc1OCC(=O)Nc1cccc(C(F)(F)F)c1,-2,1,15,96,-2,11,95,-7,0
COc1cccc(NC(=O)C2C3C=CC(C3)C2C(=O)O)c1 (centres undefined),-6,4,8,107,1,0.4,109,-13,7
CC(C)CCNC(=O)CN(Cc1ccco1)C(=O)c1snc(C(N)=O)c1N,6,-1,5,94,-9,2.6,101,6,3
N/C(=N\OS(=O)(=O)c1ccccc1)c1cccnc1,-10,0,-2,130*,3,-2.9,106,34,17
COc1cccc(/C=N/NC(=O)c2cnccn2)c1,-6,-1,-14,109,-2,-2.2,98,-1,12
O=C(Nc1nc2c(ccc3ccccc32)s1)c1ccco1,-5,2,-6,110,1,0.1,102,13,-4
Cc1ccc(N2CC(C(=O)Nc3nnc(SCC(=O)NCC4CCCO4)s3)CC2=O)cc1 (centres undefined),-3,5,6,99,-39,-1.2,101,5,9
CCn1c(SCC(=O)Nc2ccccc2-c2ccccc2)nnc1-c1ccoc1C,-4,10,19,105,-30,-1.2,108,7,21
CC1=CN2C(=N)/C(=C/c3cn(CCCOc4ccccc4C)c4ccccc34)C(=O)N=C2S1,2,-1,3,100,-5,0.7,98,-15,14
COc1ccc(CNC(=O)C2CCN(C(=O)c3csc(Nc4ccc(C)cc4)n3)CC2)cc1,-10,3,-10,106,-47,-0.6,106,-7,1
CSc1cccc(CN2CCCC(C(=O)Nc3cccc(-n4cccn4)c3)C2)c1 (centres undefined),-2,-9,-27,83,30,9.0,106,-86,-9
O=c1nc2n(c3cccc(Cl)c13)CCCCC2,-5,-4,3,97,-3,5.2,96,-18,24
COCCCNC(=S)NNC(=O)c1ccoc1C,-7,-3,3,74*[inhibitor],-6,-1.1,101,0,13
CCc1nnc(NC(=O)c2cc(-c3ccccc3)nn2-c2ccccc2)s1,-7,0,-7,84,-11,2.0,90,-20,-4
Cc1ccc(OCC(=O)Nc2ccc(C(N)=O)cc2)cc1,-8,3,-12,105,-14,-2.2,106,18,5
O=C(NCC(=O)N1CCN(C(c2ccccc2)c2ccccc2)CC1)c1ccc(Br)o1,-1,0,-11,100,-49,-4.0,102,14,9
Cn1cnnc1SCC(=O)Nc1ccc2c(c1)CCC2,-9,5,5,105,1,-0.4,104,19,24
O=C(CSc1nnc(-c2cccnc2)o1)Nc1ccc(Cl)cc1,-4,-14,20,61,5,-0.8,60,-8,-1

# Some of the entries so far, as tab-separated lines.
Structure	GalR3 antag	MEKK2 mut-MEK5	NS3 helicase inh	MEKK3 PB1 HTS	DNA FID counter	CRFBP-R2 agonist	MEKK2 WT-MEK5	CRFR2-BP antag	SUMO HTRF inh
COc1cccc(/C=N/NC(=O)c2cnccn2)c1	-6	-1	-14	109	-2	-2.2	98	-1	12
O=C(Nc1nc2c(ccc3ccccc32)s1)c1ccco1	-5	2	-6	110	1	0.1	102	13	-4
Cc1ccc(N2CC(C(=O)Nc3nnc(SCC(=O)NCC4CCCO4)s3)CC2=O)cc1 (centres undefined)	-3	5	6	99	-39	-1.2	101	5	9
CCn1c(SCC(=O)Nc2ccccc2-c2ccccc2)nnc1-c1ccoc1C	-4	10	19	105	-30	-1.2	108	7	21
CC1=CN2C(=N)/C(=C/c3cn(CCCOc4ccccc4C)c4ccccc34)C(=O)N=C2S1	2	-1	3	100	-5	0.7	98	-15	14
COc1ccc(CNC(=O)C2CCN(C(=O)c3csc(Nc4ccc(C)cc4)n3)CC2)cc1	-10	3	-10	106	-47	-0.6	106	-7	1
CSc1cccc(CN2CCCC(C(=O)Nc3cccc(-n4cccn4)c3)C2)c1 (centres undefined)	-2	-9	-27	83	30	9.0	106	-86	-9
O=c1nc2n(c3cccc(Cl)c13)CCCCC2	-5	-4	3	97	-3	5.2	96	-18	24
COCCCNC(=S)NNC(=O)c1ccoc1C	-7	-3	3	74*[inhibitor]	-6	-1.1	101	0	13
CCc1nnc(NC(=O)c2cc(-c3ccccc3)nn2-c2ccccc2)s1	-7	0	-7	84	-11	2.0	90	-20	-4
Cc1ccc(OCC(=O)Nc2ccc(C(N)=O)cc2)cc1	-8	3	-12	105	-14	-2.2	106	18	5
O=C(NCC(=O)N1CCN(C(c2ccccc2)c2ccccc2)CC1)c1ccc(Br)o1	-1	0	-11	100	-49	-4.0	102	14	9
Cn1cnnc1SCC(=O)Nc1ccc2c(c1)CCC2	-9	5	5	105	1	-0.4	104	19	24
O=C(CSc1nnc(-c2cccnc2)o1)Nc1ccc(Cl)cc1	-4	-14	20	61	5	-0.8	60	-8	-1
